# Screening results (PubChem BioAssay)
# KCNH2 WT inh – blocks the wildtype human KCNH2 potassium channel. Q12809. U2OS, BacMam KCNH2, thallium flux FluxOr; stronger effect = lower value. activity change, % at 1.84 µM. 340,000 compounds, 0.37% hits;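 active = maximum activity change below -70%; inconclusive = maximum activity change between -70% and -50%; inactive = maximum activity change above -50%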
#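 U2OS cells were transduced with wild-type KCNH2 virus (2.03 x 10^8 / mL) for 4 h at room temperature, then cultured overnight at 37 C. Thallium flux was read with FluxOr dye. Rate constants were normalized to DMSO controls.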
# Chronic BCR inh – inhibitors of chronic active B-cell receptor signaling; ABC-DLBCL IkBa-CBG/CBR reporter, luminescence ratio, 4 h; Potency, µM (doses to about 46.1 µM), for the others: at the top dose ratio change, negative = lower green/red ratio, actives largely listed as inhibitors; 340,000 compounds, 0.05% hits; AID 493014; active = well fitted inhibition curve with a large enough effect in the signal ratio, with a control signal flat, not every such curve was filed as active; inconclusive = small, poorly fitted or top-dose-only effect, or effect the other way, or a change in a side signal; the % refers to the signal ratio;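 also: potency is read from the fitted curve at half-maximal effect; plate controls were basal doxycycline-induced cells for no effect and cells given 10 µM MG132 for full effect; MG132 reads +100%, hits lower the ratio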
#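 Cell line TMD8 (human ABC DLBCL), stably expressing tet-inducible CBG68-IkBa fusion and CBR; IMDM/0.5% FBS; cpd up to 46 uM; dox induction, 4 h, 37C/5% CO2; dual luminescence; green/red ratio; MG132 control.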
# KCNH2 3.1 block – inhibitors of human KCNH2 3.1 potassium channel isoform | U2OS KCNH2 3.1, thallium flux FluxOr; stronger effect = lower value | activity change, % (tested at about 1.8 µM) | 340,000 compounds, 0.95% hits;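 active = maximum activity change below -70%; inconclusive = maximum activity change from -70% to -50%; inactive = maximum activity change above -50%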;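 also: thallium influx rate constant from kinetic fluorescence after stimulation buffer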
#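 FluxOr-based Tl+ influx in U2OS cells transduced with KCNH2 3.1 virus; rate constants normalized to DMSO controls.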
# Eya2 phos inh – inhibitors of human Eya2 phosphatase activity; recombinant Eya2, OMFP fluorescence dephosphorylation (OMFP is methylfluorescein phosphate); Potency, µM (series often up to 76.9 µM), without a hit: top-dose activity, negative = inhibition, usual class: inhibitors; 330,000 compounds, 0.006% hits; AID 488837; also: potency is read from the fitted curve at half-maximal effect
#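 Eya2 protein (added as 0.2 uM solution) was preincubated with compound for 10 min at ambient temperature in 50 mM HEPES pH 7.5, 50 mM NaCl, 5 uM MgCl2, 0.05% BSA, 1 mM DTT. OMFP (added at 50 uM) then reacted 10 min; fluorescence read at 485/525 nm.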
# uPA surface inh – inhibitors of cell surface uPA generation; cell surface uPA generation assay, qHTS; Potency, µM (doses to about 38.3 µM), for the others: at the highest dose activity change, negative = inhibition, usual class: inhibitors; 330,000 compounds, 0.31% hits; active = well fitted inhibition curve with a large enough effect; inconclusive = small, poorly fitted or top-dose-only effect; inactive = no such curve, though single readings can be large or run the other way; tested in mouse RAW 264.7 cells; also: potency is read from the fitted curve at half-maximal effect; nearly all actives have a fitted effect of over 55% in size
# Giardia kill – kills Giardia lamblia; activity change, % at 7.66 µM, hits read low; 340,000 compounds, 0.15% hits; Giardia lamblia trophozoite viability; in the data active = activity change below about -80%; inconclusive = between about -30% and that limit;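 also: parasites exposed to compound for two days anaerobically before the ATP read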
#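 Luminescence from cellular ATP indicates surviving trophozoites (100 cells/well) following 48 hrs anaerobic compound treatment at 37 deg C; signal develops 15-30 min at room temperature.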
# B2AR arrestin – agonists driving beta-arrestin recruitment to human beta2-adrenergic receptor; P07550; beta-arrestin recruitment to beta2AR, cell-based reporter; Potency, µM (top dose mostly 46.1 µM), for inactives: at the top dose activation, actives largely listed as activators; 330,000 compounds, 0.02% hits; AID 492947;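 also: potency is read from the fitted curve at half-maximal effect; 0% = DMSO controls and full agonism = EC100 isoproterenol or metaproterenol; nearly all actives have a fitted effect of over 65% in size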
# Target sequence (P07550 whole entry, looked up): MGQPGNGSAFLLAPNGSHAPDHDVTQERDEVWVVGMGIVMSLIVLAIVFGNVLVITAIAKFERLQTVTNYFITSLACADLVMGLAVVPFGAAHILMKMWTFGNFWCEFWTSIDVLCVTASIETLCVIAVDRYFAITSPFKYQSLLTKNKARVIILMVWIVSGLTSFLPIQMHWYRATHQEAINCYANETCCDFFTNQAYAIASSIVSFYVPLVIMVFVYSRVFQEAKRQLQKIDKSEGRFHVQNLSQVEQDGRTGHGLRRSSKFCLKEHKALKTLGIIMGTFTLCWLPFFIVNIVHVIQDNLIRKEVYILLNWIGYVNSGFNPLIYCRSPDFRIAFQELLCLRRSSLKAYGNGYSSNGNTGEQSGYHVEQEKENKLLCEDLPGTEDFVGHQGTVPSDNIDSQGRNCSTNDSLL
# Coupling enz – coupling enzyme interference in Giardia aldolase counter-screen | coupling enzyme system counterscreen, AmpLite Red fluorescence | 290,000 compounds, 0.67% hits | activity change, negative = inhibition, % at 58.2 µM, hits read low; in the data active = activity change below about -30%
#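 Fluorescence at 525 nm excitation and 598 nm emission measured inhibition of the coupled detection system without aldolase. Compounds (at 57.5 uM final) were preincubated 10 min at room temperature with coupling enzyme reagent before a 20 min substrate/AmpLite Red step.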
# USP2a block – blocks human ubiquitin-specific protease USP2a; AID 463254; 330,000 compounds, 0.01% hits; USP2 core, Ub-CHOP2 coupled fluorogenic reporter, 485/531; Potency, µM (series often up to 38.3 µM), inactives show top-dose activity change, negative = inhibition, most hits filed as inhibitors;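 also: potency is read from the fitted curve at half-maximal effect; plate controls were DMSO wells for no effect and full inhibition by NEM control for full effect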
# Target sequence (O75604 whole entry, looked up): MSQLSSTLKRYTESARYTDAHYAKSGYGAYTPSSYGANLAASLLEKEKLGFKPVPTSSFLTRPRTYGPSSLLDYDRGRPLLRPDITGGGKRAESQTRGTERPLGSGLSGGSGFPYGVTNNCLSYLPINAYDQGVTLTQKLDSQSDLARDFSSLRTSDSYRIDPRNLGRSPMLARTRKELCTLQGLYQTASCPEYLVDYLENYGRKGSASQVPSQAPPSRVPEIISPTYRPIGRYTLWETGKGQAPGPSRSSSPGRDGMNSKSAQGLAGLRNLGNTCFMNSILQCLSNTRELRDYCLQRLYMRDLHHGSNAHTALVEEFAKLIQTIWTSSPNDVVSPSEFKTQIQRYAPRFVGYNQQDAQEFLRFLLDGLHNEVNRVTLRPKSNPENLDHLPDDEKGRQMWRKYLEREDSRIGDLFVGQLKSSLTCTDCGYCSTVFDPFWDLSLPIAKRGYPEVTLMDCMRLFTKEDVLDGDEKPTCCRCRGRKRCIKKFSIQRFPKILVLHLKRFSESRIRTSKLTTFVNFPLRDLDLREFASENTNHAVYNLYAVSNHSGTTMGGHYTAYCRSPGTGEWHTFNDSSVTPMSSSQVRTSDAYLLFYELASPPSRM
#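 USP2 core (10nM final) preincubated 30min RT with compound in 20mM Tris-HCl pH 8.0, 2mM CaCl2, 2mM beta-mercaptoethanol, 0.05% CHAPS; 25nM Ub-CHOP2 plus 25nM reporter substrate added, fluorescence (Ex485/Em531) read after 60min.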
# GALK inhibitor – blocks human galactokinase activity | 270,000 compounds, 0.007% hits | Potency, µM (series often up to 57.5 µM), inactives show top-dose activity change, negative = inhibition, usual class: inhibitors | Purified GALK, Kinase-Glo residual ATP luminescence | P51570 | AID 1868; also: potency is read from the fitted curve at half-maximal effect
#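 ATP-depletion format; final 35 uM ATP, 100 uM D-galactose, 5 nM enzyme; pH 8.0 HEPES/Mg2+ buffer; 60 min RT; luminescence read 10 min after detection reagent.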
# PKM2 activator – PKM2 (human) enzyme activation | AID 1631 | purified PKM2, Kinase-Glo ATP luminescence, activation; response scale: 0% is enzyme alone, no compound | P14618 | Potency, µM (series often up to 57.5 µM), without a hit: top-dose activation, most hits filed as activators | 260,000 compounds, 0.34% hits; also: potency is read from the fitted curve at half-maximal effect; nearly all actives have a fitted effect of over 55% in size
#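 Purified hPK-M2 (>95%) run at intermediate activity with 0.1 mM ADP and 0.5 mM PEP in 50 mM imidazole pH 7.2, KCl, MgCl2; 1 h room temperature. ATP formed read by Kinase-Glo luminescence; normalized to uninhibited and no-enzyme controls.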
# * hit, by the source's call; ? = inconclusive; . = not tested or not shown. Unless noted, calls follow the shape of the dose curve; as a rule, active = well fitted curve in the direction sought with a large enough effect; inconclusive = small, poorly fitted or top-dose-only effect, or another doubt; inactive = no such curve, though single readings can be large; an effect the other way counts as inactive or inconclusive. Unless noted, % is scaled to controls: 0 for no effect and ±100 for the full control effect.
SMILES	KCNH2 WT inh	Chronic BCR inh	KCNH2 3.1 block	Eya2 phos inh	uPA surface inh	Giardia kill	B2AR arrestin	Coupling enz	USP2a block	GALK inhibitor	PKM2 activator
Cc1cccc(C(=O)Nc2nnc(SCC(=O)Nc3ccc4c(c3)oc3ccccc34)s2)c1	6	2%	-4	7%	4%	-2	-1.2%	-2	5%	5%	1%
CCOC(=O)c1ccc(NC2=CC(=O)CC(c3ccco3)C2)cc1 (configuration not stated)	2	4%	3	1%	-4%	9	0.1%	2	2%	0%	1%
CC1CC(=O)N(c2ccc(NCCc3ccccc3)c([N+](=O)[O-])c2)C1=O (configuration not stated)	-8	15%	15	-10%	1%	8	-0.3%	-1	-5%	-1%	-11%
Cc1ccc(NC(CC(=O)c2ccccc2)c2ccc(F)cc2)cc1 (configuration not stated)	12	?	-45	-1%	.	-13	-0.5%	-6	1%	0%	1%
COc1ccc(CN2CCN(Cc3cn(C)nc3-c3ccccc3)CC2CCO)c(C)c1C (configuration not stated)	-6	-2%	-27	-3%	-2%	13	-0.7%	0	2%	1%	6%
CCOc1ccc(Br)cc1S(=O)(=O)N1CCCN(C)CC1	5	-1%	39	-14%	-2%	-2	-0.1%	0	0%	0%	.
CC1CN(C)C(c2ccccc2)C(C)C12NC(=O)NC2=O (configuration not stated)	1	3%	0	-6%	2%	-14	-0.9%	6	2%	0%	4%
Cc1nc2ccccc2c(C)c1CC(=O)N(CC(C)C)c1c(N)n(Cc2ccccc2)c(=O)[nH]c1=O	1	2%	2	4%	3%	2	-0.1%	.	0%	.	.
CCN(CC)C(=O)CSc1nnc(-c2ccncc2)n1N	-2	1%	-6	7%	.	-12	-0.2%	1	0%	2%	-1%
Cc1c(Cl)cccc1NC(=S)NCc1ccco1	-3	3%	31	-2%	-24%	6	0.1%	3	-1%	3%	-1%
COc1cc(CNC2CCC(C)C2)cc(OC)c1 (configuration not stated)	-3	0%	4	-6%	.	-3	-0.2%	1	-5%	-1%	-6%
N#CC1=C(N)Oc2c(ccc3cccnc23)C1c1ccncc1 (configuration not stated)	-3	?	2	-20%	-10%	-1	-1.2%	-3	3%	2%	-12%
COC(=O)Cc1ccc(NC(=S)N2CCN(C(=O)C3CCCO3)CC2)cc1 (configuration not stated)	-5	-1%	6	-5%	6%	4	-0.2%	.	1%	5%	1%
O=C(NCCc1ccccc1)C(=O)c1cn(CC(=O)N2CCCC2)c2ccccc12	-1	?	0	4%	-25%	0	0.2%	.	1%	-4%	-2%
N=c1n(Cc2ccccc2Cl)c2ccccc2n1CC(O)c1ccco1 (configuration not stated)	-1	?	-36	-5%	-2%	-3	-0.1%	3	1%	1%	-26%
O=C(CN1C(=O)c2ccccc2C1=O)Nc1cccc([N+](=O)[O-])c1	4	-1%	2	2%	2%	14	-0.3%	2	3%	1%	8%
O=C(CCS(=O)(=O)c1ccccc1)NC12CC3CC(CC(C3)C1)C2	2	-5%	7	31%	-1%	-12	0.0%	0	6%	0%	0%
CC1(C)Cc2c(c(N3CCOCC3)nc3snc(Br)c23)CO1	3	?	0	-1%	-9%	8	-4.0%	6	0%	-2%	-5%
Cc1nnc(SCC(=O)NC2CCCC2)s1	12	30%	-2	9%	0%	-4	-0.1%	3	6%	0%	0%
O=C(Cc1cccs1)Nc1ccccn1	-2	1%	10	-2%	5%	2	-0.2%	6	-1%	-2%	0%
Cc1cc2c(c(SCC(N)=O)n1)C(=O)OC2	-13	7%	10	-2%	2%	-11	0.2%	1	4%	10%	0%
Cc1oc(C(N)=O)cc1COc1ccc(C(N)=O)cc1	3	?	19	12%	4%	-2	0.3%	4	1%	4%	-3%
CC(=O)Nc1ccc(SC[C@H](Cc2ccccc2)N2CC[C@@H](O)CCC2=O)cc1	-6	0%	15	-8%	4%	-5	0.0%	.	1%	.	.
Cc1ccc(S(=O)(=O)N2CCN(CCNC(=O)C(=O)NCc3ccccc3)CC2)cc1	19	1%	12	-1%	-6%	4	0.0%	0	1%	-2%	.
O=C(NC(O)C(=O)c1ccc(F)cc1)c1ccc(F)cc1 (configuration not stated)	-15	2%	8	-2%	-2%	10	0.2%	-1	1%	2%	-3%
O=C(O)C1C2CCC(C2)C1C(=O)Nc1nc2ccccc2s1 (configuration not stated)	11	3%	-4	-9%	2%	4	0.0%	1	4%	0%	3%
COc1ccc(S(=O)(=O)N2CCOCC2)cc1NC(=O)Cc1coc2cc(C)c(C)cc12	-46	0%	-16	-12%	-14%	-8	-0.3%	.	-3%	5%	-3%
CCC1CCCCN1Cc1cc(OC)c(O)c([N+](=O)[O-])c1 (configuration not stated)	8	3%	-5	-2%	.	-2	0.3%	-4	0%	2%	1%
COc1cc(OC)c2c(-c3cccc(-c4ccc(NC(C)=O)cc4)c3)cc(=O)oc2c1	-3	?	.	-7%	?	-13	-0.8%	-2	-13%	.	.
O=C(Cc1cccc2ccccc12)Nc1ccc(OC(F)F)c(Cl)c1	-22	?	4	-5%	0%	3	0.0%	-10	-7%	-1%	-6%
COc1cc(CN(C(=O)c2ccco2)c2ccc(C)cc2)ccc1O	0	-8%	.	7%	.	-2	-0.1%	8	2%	0%	1%
O=C1NN(c2cccc(Br)c2)C(=O)/C1=C/c1cccs1	9	10%	-17	-25%	3%	5	-1.0%	2	-2%	-13%	6%
COc1ccc(C(=O)O/N=C(\N)c2ccccc2)c(OC)c1	-13	?	17	2%	4µM*	2	-1.0%	-5	2%	6%	-8%
CCCCCCCn1c(=N)n(CC(O)c2ccco2)c2ccccc21 (configuration not stated)	-38	?	-106*	-21%	-9%	0	-0.1%	1	9%	-1%	-3%
COc1cc(SC)ccc1C(=O)NCCNC(=O)c1nonc1N	3	-2%	5	-22%	2%	-8	-0.4%	2	3%	3%	.
O=Cc1c(Sc2ccccn2)nc2ccccn2c1=O	-21	?	19	0%	-7%	8	-1.7%	7	-2%	0%	-13%
O=C(O)c1ccc(N2CCCCS2(=O)=O)cc1	-1	-9%	-1	-1%	4%	-18	0.1%	2	1%	14%	-1%
COc1ccccc1CNc1ncccc1[N+](=O)[O-]	3	?	-2	9%	2%	3	0.4%	5	2%	3%	.
Cc1ccccc1C(=O)NC(=S)NCc1cccnc1	-11	4%	-14	3%	-2%	-1	-0.4%	1	7%	-1%	-6%
Cc1ccccc1NC(=O)n1ncc2cc(Cl)ccc21	0	-1%	15	3%	-3%	-2	-0.2%	-1	0%	-1%	.
CC(C)c1c(O)nc(SCCC(=O)O)[nH]c1=O	-9	1%	16	19%	-2%	-1	-2.5%	1	4%	4%	1%
O=c1[nH]c(=O)n(Cc2ccccc2)c2nc(-c3ccc(Oc4ccc(F)cc4)c([N+](=O)[O-])c3)n(CCO)c12	-28	25%	-86*	2%	-12%	-5	-0.4%	0	-15%	-1%	-5%
CC(=O)Nc1ccc(S(=O)(=O)N(C)CC(=O)OCC(=O)N(C)C2CCS(=O)(=O)C2)cc1 (configuration not stated)	-7	8%	1	-5%	1%	27	0.2%	.	3%	.	.
C=CCSc1nnc(N2C(=O)C(O)=C(C(=O)c3ccco3)C2c2ccc(F)cc2)s1 (configuration not stated)	-4	?	-16	-13%	-7%	-14	-0.7%	.	-5%	4%	.
CCc1ccc(NC(=O)c2ccc(OC)c([N+](=O)[O-])c2)cc1	-4	-15%	-6	-6%	-5%	-18	-4.6%	3	2%	2%	-16%
CCCCCn1c(SCC#N)nc2cc(C(=O)NCC3CCCO3)ccc2c1=O (configuration not stated)	-6	-1%	-5	-2%	-1%	2	0.0%	3	2%	-2%	-3%
COCCCNC(=O)CC(=O)N/N=C\c1ccc(SC)cc1	8	?	11	4%	-3%	-5	-1.0%	-70*	1%	2%	-1%
Cc1cccc(C(=O)NCC(=O)OCC(=O)N2CCN(S(=O)(=O)c3ccc(C)cc3C)CC2)c1	1	?	-15	-2%	15%	6	3.3%	.	0%	.	.

# Reformatted with each value named: part of the list above
> CCc1ccc(NC(=O)c2ccc(OC)c([N+](=O)[O-])c2)cc1
  KCNH2 WT inh: -4 | Chronic BCR inh: -15% | KCNH2 3.1 block: -6 | Eya2 phos inh: -6% | uPA surface inh: -5% | Giardia kill: -18 | B2AR arrestin: -4.6% | Coupling enz: 3 | USP2a block: 2% | GALK inhibitor: 2% | PKM2 activator: -16%
> COc1cc(SC)ccc1C(=O)NCCNC(=O)c1nonc1N
  KCNH2 WT inh: 3 | Chronic BCR inh: -2% | KCNH2 3.1 block: 5 | Eya2 phos inh: -22% | uPA surface inh: 2% | Giardia kill: -8 | B2AR arrestin: -0.4% | Coupling enz: 2 | USP2a block: 3% | GALK inhibitor: 3% | PKM2 activator: .
